# Screening data (PubChem BioAssay)
# POLH inh = qHTS for Inhibitors of Polymerase Eta | DNA polymerase eta (Homo sapiens), Q9Y253 | recombinant Pol eta, fluorescent DNA replication assay | Potency, µM (highest dose often 114 µM), for inactives: top-dose activity change, negative = inhibition, actives largely listed as inhibitors | actives 1.2% (n = 390,000); note: potency is the fitted concentration of half-maximal effect; % is set by controls: 0 for no effect and ±100 for the full control effect
#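 Pol eta at 10 nM preincubated with compounds 15 min at room temperature; reaction started with fluorescent substrate (50 nM final) and read kinetically at 0 and 10 min.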
# RGS4 inh = Inhibitors of Regulator of G Protein Signaling (RGS) 4: qHTS. AID 504845, 2011. Regulator of G-protein signaling 4 (Homo sapiens), P49798. actives 0.039% (n = 390,000). Transcreener GDP fluorescence polarization, RGS4-accelerated GTP hydrolysis. Potency, µM (series often up to 114 µM), without a hit: at the top dose activity change, negative = inhibition, hits mostly inhibitors; note: potency is the fitted concentration of half-maximal effect; % is set by controls: 0 for no effect and ±100 for the full control effect; nearly all actives have a fitted effect of over 75% in size; some results filed as inactive show a strong effect at the top dose
#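 MLSMR compounds (23 nl, pin-transferred) preincubated 10 min at room temperature with a 500nM (2x) first reagent, then RGS4 at 900nM (2x) plus Transcreener GDP mix added; fluorescence polarization (620/688 nm) read before and after 90 min at 30 °C.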
# APEX1 inh = qHTS Assay for Inhibitors of the Human Apurinic/apyrimidinic Endonuclease 1 (APE1). DNA repair nuclease/redox regulator APEX1 (Homo sapiens), P27695. recombinant APE1, TAMRA/BHQ-2 abasic DNA cleavage fluorescence. Potency, µM (top dose mostly 65.8 µM), for inactives: at the top dose activity change, negative = inhibition, usual class: inhibitors. actives 0.35% (n = 350,000). AID 2517, 2012;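 note: potency is the fitted concentration of half-maximal effect; plate controls were vehicle for no effect and reference inhibitor for full effect; nearly all actives have a fitted effect of over 55% in size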
# Target sequence (P27695 whole entry, looked up): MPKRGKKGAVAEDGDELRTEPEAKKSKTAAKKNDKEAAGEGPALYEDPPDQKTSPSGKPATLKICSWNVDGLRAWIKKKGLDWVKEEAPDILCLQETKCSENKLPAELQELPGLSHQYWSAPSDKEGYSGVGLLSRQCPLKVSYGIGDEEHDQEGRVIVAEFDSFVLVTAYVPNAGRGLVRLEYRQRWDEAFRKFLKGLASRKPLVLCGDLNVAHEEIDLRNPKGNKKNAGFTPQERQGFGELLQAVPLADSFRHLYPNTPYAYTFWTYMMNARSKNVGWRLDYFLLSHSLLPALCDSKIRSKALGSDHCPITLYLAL
#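 Incision of a quenched TAMRA/BHQ-2 THF abasic-site duplex (50 nM) by 0.75 nM APE1, after 15 min compound preincubation, measured as fluorescence increase over three 60 s reads. Values normalized to buffer, DMSO and NSC13755 control wells.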
# Pol beta inh = qHTS Assay for Inhibitors of DNA Polymerase Beta; Potency, µM (top dose mostly 114 µM), inactives show at the highest dose activity change, negative = inhibition, usual class: inhibitors; P06746; actives 1.3% (n = 340,000); Pol beta primer extension/strand displacement, fluorescence kinetic; AID 485314, 2010; note: potency is the fitted concentration of half-maximal effect; % is set by controls: 0 for no effect and ±100 for the full control effect
#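 Enzyme-only controls used 10 nM Pol beta; buffer lacking enzyme served as negative control. Compound preincubated 15 min, then 50 nM substrate added; 0 and 10 min reads at room temperature.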
# POLK inh = qHTS for Inhibitors of Polymerase Kappa; DNA polymerase kappa (Homo sapiens), Q9UBT6; purified Pol kappa, fluorescent DNA synthesis assay, 10 min; Potency, µM (titrated, usually from 107 µM), for inactives: at the top dose activity, negative = inhibition, actives largely listed as inhibitors; actives 0.53% (n = 400,000); AID 588579, 2011; note: potency is the fitted concentration of half-maximal effect; % is set by controls: 0 for no effect and ±100 for the full control effect
#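 Kinetic fluorescence readout at 0 and 10 min followed reaction start with substrate at 50 nM final. Beforehand, enzyme (10 nM Pol kappa) stood 15 min with compound at room temperature; buffer-only wells were negative controls.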
# ERG-DNA inh = qHTS for Small Molecule Inhibitors of the ERG Ets/DNA interaction; Transcriptional regulator ERG (Homo sapiens), P11308; fluorescence polarization, His-ERG Ets domain / labelled DNA; Potency, µM (highest dose often 76.9 µM), without a hit: top-dose FP activity, negative = inhibition, actives largely listed as inhibitors; actives 0.028% (n = 370,000); active = well fitted inhibition curve with a large enough effect in the polarisation, with a control signal flat; inconclusive = small, poorly fitted or top-dose-only effect, or effect the other way, or a change in a side signal; inactive = no such curve, though single readings can be large or run the other way; the % refers to the polarisation;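 note: polarization taken with two DNA probes labelled with fluorescein and Texas red; potency is the fitted concentration of half-maximal effect; % of control where 0% means no effect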
# Target sequence (P11308 whole entry, looked up, the tested form may be a part): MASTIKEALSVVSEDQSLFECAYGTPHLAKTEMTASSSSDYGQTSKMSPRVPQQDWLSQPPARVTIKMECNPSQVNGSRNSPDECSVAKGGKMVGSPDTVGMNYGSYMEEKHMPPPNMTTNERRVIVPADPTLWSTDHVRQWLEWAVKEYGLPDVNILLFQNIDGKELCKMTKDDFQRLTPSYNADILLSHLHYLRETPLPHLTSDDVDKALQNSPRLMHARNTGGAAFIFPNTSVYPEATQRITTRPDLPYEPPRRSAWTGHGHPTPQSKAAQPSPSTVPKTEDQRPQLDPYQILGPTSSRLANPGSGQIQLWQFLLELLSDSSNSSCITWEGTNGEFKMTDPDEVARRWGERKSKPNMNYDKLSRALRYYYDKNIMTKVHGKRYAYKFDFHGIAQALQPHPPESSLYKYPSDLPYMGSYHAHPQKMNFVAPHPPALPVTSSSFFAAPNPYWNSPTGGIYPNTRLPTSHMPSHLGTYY
#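 His-tagged ERG Ets domain (1 uM in the protein solution; 300mM KCl, 50mM Tris-HCl, 1mM EDTA, 1mM DTT, pH 7.5) received compound, then a probe mix of 5 nM fluorescein-DNA and 100nM Texas-615-DNA. Fluorescence polarization was read for both dyes.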
# LDHA block = qHTS assay for inhibitors of human lactate dehydrogenase; L-lactate dehydrogenase A chain (Homo sapiens), P00338; actives 0.15% (n = 480,000); purified LDHA, NADH/diaphorase-resazurin fluorescence; hits give low values; AID 1347041, 2019; activity change, % (values are at about 110 or 230 µM); in the data active = activity change below about -30%; inconclusive = mostly about -25% to -30%;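 note: plate controls were DMSO wells for no effect and wells without enzyme for full effect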
#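 LDH5 2 nM; NADH 0.06 mM, pyruvate 0.2 mM; 200 mM Tris pH 7.4, EDTA, Tween-20; 5 min RT. Detection: diaphorase 0.133 mg/mL + resazurin 37 µM, fluorescence ex540/em590 at 0 and 20 min; normalized to enzyme-free and DMSO wells.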
# ALOX12 inh = Primary qHTS assay for inhibitors of human arachidonate 12S-lipoxygenase (ALOX12): Round 2; Potency, µM (series often up to 108 µM), inactives show at the highest dose activity change, negative = inhibition, hits mostly inhibitors; purified 12hLO, xylenol orange hydroperoxide absorbance; AID 1671190, 2021; actives 1.1% (n = 580,000); note: potency is the fitted concentration of half-maximal effect; % is set by controls: 0 for no effect and ±100 for the full control effect
#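 Hydroperoxide product was detected by ferrous iron/xylenol orange as the 573 to 405 nm absorbance ratio. Arachidonic acid at 40 uM (final) was turned over for 30 min at room temperature by 150 nM human 12hLO, pH 7.0 Hepes buffer, after 15 min compound preincubation.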
# Apoferritin bind = qHTS Assay for Identification of Novel General Anesthetics | Ferritin light chain (Equus caballus), P02791 | apoferritin/1-aminoanthracene competitive binding, fluorescence | Potency, µM (highest dose often 77.5 µM), without a hit: at the top dose activity change, negative = displacement, most hits filed as inhibitors | actives 0.074% (n = 350,000); note: potency is the fitted concentration of half-maximal effect; % is set by controls: 0 for no effect and ±100 for the full control effect; nearly all actives have a fitted effect of over 20% in size
# Target sequence (P02791 2-175 limits assumed): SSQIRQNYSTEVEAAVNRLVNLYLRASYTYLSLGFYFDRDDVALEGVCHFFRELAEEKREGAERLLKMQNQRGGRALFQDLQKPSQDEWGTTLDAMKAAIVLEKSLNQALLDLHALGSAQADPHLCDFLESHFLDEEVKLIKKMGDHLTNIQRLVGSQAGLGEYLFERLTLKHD
#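 Horse-spleen apoferritin (10 uM) was mixed with 50% saturated 1-aminoanthracene in PBS, exposed to compounds for 10 min at room temperature, and read for fluorescence (ex 380 nm, em 535 nm). Competitive displacement was fitted with a four-parameter Hill equation.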
# * = called active by the depositor; ? = inconclusive; · = no result given; [ ] = dose if it differs, or a comment. Unless noted, calls come from the whole dose curve; as a rule, active = well fitted curve in the direction sought with a large enough effect; inconclusive = small, poorly fitted or top-dose-only effect, or another doubt; inactive = no such curve, though single readings can be large; an effect the other way counts as inactive or inconclusive. Only part of the results is shown. The share of hits here may be higher or lower than overall.
1: O=C(CC1SC(=O)N(c2ccccc2)C1=O)Nc1ccc(Br)cc1 (centres undefined)
2: Cc1ccc(NC(=O)CSc2nnc(N)s2)c(C)c1
3: COC(=O)c1ccc(COc2ncnc3c(Cl)cc(Cl)cc23)o1
4: Cc1cccc(NC(=O)CNC(=O)Cc2ccc(S(=O)(=O)N3CCOCC3)s2)c1C
5: O=C(NCCc1ccccn1)c1nc(Cn2cc(Br)cn2)no1
screen / no.	1	2	3	4	5
POLH inh	-18%	-15%	2%	-10%	-3%
RGS4 inh	-48%	13%	-10%	6%	2%
APEX1 inh	5%	·	-5%	5%	-7%
Pol beta inh	-2%	2%	-1%	·	66%
POLK inh	-6%	-12%	3%	-7%	1%
ERG-DNA inh	5%	-1%	11%	4%	-7%
LDHA block	-8	-7	1	2	-14
ALOX12 inh	0%	-10%	-11%	423%[activator]	-7%
Apoferritin bind	10%	55%[activator]	?	·	5%

6: COC(=O)CC(c1ccc(C(C)C)cc1)n1cccc1 (centres undefined)
7: CN(C)CCN(C(=O)c1ccc(C(=O)c2ccccc2)cc1)c1nc2cc3c(cc2s1)OCCO3
8: Cc1cccc(NC(=O)c2cn(-c3ccccc3)nc2-c2ccccc2)c1
9: CCN(CC)CCOC(=O)c1ccc(NC(=O)CCNC(=O)Cn2ccc3ccccc3c2=O)cc1
10: CN(Cc1ccccc1)C(=O)C1CCCN(Cc2ccc(Cl)cc2)C1 (centres undefined)
screen / no.	6	7	8	9	10
POLH inh	-18%	-2%	-18%	-16%	-10%
RGS4 inh	-9%	15%	-12%	-48%	6%
APEX1 inh	-1%	-12%	-1%	2%	-2%
Pol beta inh	6%	10%	24%	-1%	26%
POLK inh	-10%	-8%	-10%	5%	3%
ERG-DNA inh	-5%	-1%	3%	-7%	5%
LDHA block	-11	1	-1	-4	-23
ALOX12 inh	-2%	?	-22%	-10%	?
Apoferritin bind	-15%	-18%	-5%	3%	?

11: O=C(Cn1nc([N+](=O)[O-])nc1Br)NC1CCCCC1
12: CCOC(=O)CN1C(=O)N(CC)C(C)=C(C(=O)OC)[C@@H]1c1ccccc1
13: CCCCS(=O)(=O)NC1=NCN(Cc2ccco2)CN1
14: COC(=O)C1(C(=O)OC)NOC2C(=O)N(c3ccc(Cl)cc3Cl)C(=O)C21 (centres undefined)
15: Cc1[nH]nc2c1C(=O)CC(C)(C)C2
screen / no.	11	12	13	14	15
POLH inh	-18%	-23%	-13%	-2%	-9%
RGS4 inh	-12%	-4%	-24%	-2%	9%
APEX1 inh	32%	1%[12.4 µM]	15%	-3%	?
Pol beta inh	8%	-1%	7%	-3%	3%
POLK inh	-16%	6%	1%	-16%	-5%
ERG-DNA inh	3%	15%	-17%	1%	-1%
LDHA block	15	0	5	2	-4
ALOX12 inh	-14%	8%	-20%	-23%	-13%
Apoferritin bind	0%	-1%	-7%	-5%	-3%

16: O=C(CN1C(=O)COc2ccccc2C1=O)c1ccc2c(c1)OCCO2
17: Cc1ccc2ncc(NC(=O)c3ccc(F)cc3)c(=O)n2c1
18: CCc1ccc(N/C(SCc2ccccc2C)=C(/C#N)C(=O)NCc2ccco2)cc1
19: C[n+]1ccc(/C=C/c2cccs2)cc1
20: COc1cccc(C(=O)CC(C(=O)O)c2ccc(Cl)cc2)c1 (centres undefined)
screen / no.	16	17	18	19	20
POLH inh	-17%	2%	-7%	-11%	-3%
RGS4 inh	-12%	27%	6%	-5%	4%
APEX1 inh	-5%	2%	-10%	-4%	38%
Pol beta inh	26%	9%	-12%	1%	24%
POLK inh	-23%	0%	-26%	-26%	-3%
ERG-DNA inh	1%	8%	12%	-9%	3%
LDHA block	-10	-2	-3	-18	-18
ALOX12 inh	0%	0%	-2%	-18%	0%
Apoferritin bind	5%	1%	-8%	-6%	-8%

21: O=c1[nH]c2c(c(=O)[nH]1)CCCCCC2
22: CCC(C(=O)OCC(=O)Nc1cc(OC)ccc1OC)c1ccccc1 (centres undefined)
23: Cc1c(C#N)c(O)n(CCO)c(=O)c1N=Nc1ccc(S(N)(=O)=O)cc1
24: COc1ccc(C(=O)C2CC2c2ccc3c(c2)OCO3)cc1 (centres undefined)
25: CC1Cc2ccccc2N1S(=O)(=O)c1cccc(C(=O)N2CCN(c3ncccn3)CC2)c1 (centres undefined)
screen / no.	21	22	23	24	25
POLH inh	-14%	3%	-15%	-16%	-1%
RGS4 inh	1%	7%	-5%	-23%	-10%
APEX1 inh	·	-4%	3%	-7%	14%
Pol beta inh	·	-11%	-18%	3%	-11%
POLK inh	-8%	-13%	1%	7%	-25%
ERG-DNA inh	11%	-8%	-5%	16%	-1%
LDHA block	-3	-1	1	1	2
ALOX12 inh	-5%	0%	?	-11%	6%
Apoferritin bind	·	-4%	-20%	-14%	-13%

26: CCOc1ccc(Nc2nc(N)nc(CCl)n2)cc1
27: CC(C)Oc1ccc(C(CC(=O)O)NC(=O)Cc2ccc(Cl)cc2)cc1 (centres undefined)
28: CCOc1ccc(CCNC(=O)C(C)N2C(=O)CC(C)(C)Sc3ccccc32)cc1 (centres undefined)
29: CCCCN1CCC(CN2C(=S)NC[C@@H]2CC(C)C)CC1
30: COc1ccccc1S(=O)(=O)Cc1ccc(C(=O)NC2CC2)o1
screen / no.	26	27	28	29	30
POLH inh	-15%	-25%	-3%	-4%	8%
RGS4 inh	-23%	10%	53%	31%	18%
APEX1 inh	1%	49%[activator]	37%	·	32%
Pol beta inh	-3%	6%	-1%	·	6%
POLK inh	-9%	4%	-19%	-11%	-13%
ERG-DNA inh	-10%	-1%	5%	0%	1%
LDHA block	-2	-5	-1	-10	-4
ALOX12 inh	146%[activator]	-35%	0%	-4%	-11%
Apoferritin bind	3%	0%	?	·	-1%

31: Cc1cccc(Cn2c(=O)n(Cc3ccco3)c(=O)c3ccccc32)c1
32: O=C(CSc1nc2ccccc2c(=O)n1-c1ccc(OC(F)F)cc1)NC1CC1
33: COc1cc(/C=N/N(C)c2ccccc2)cc(Cl)c1O
34: O=C(/C=C/c1cccc([N+](=O)[O-])c1)c1ccc([N+](=O)[O-])o1
35: COc1ccc(OC(C)C(=O)N2CCN(c3ccccn3)CC2)cc1 (centres undefined)
screen / no.	31	32	33	34	35
POLH inh	-16%	-11%	-19%	?	-12%
RGS4 inh	-30%	-27%	?	-114%	-16%[11.4 µM]
APEX1 inh	-2%	15%	-2%	·	2%
Pol beta inh	-7%	·	-25%	·	-23%
POLK inh	-7%	-7%	3%	4%	2%
ERG-DNA inh	2%	·	-4%	-4%	-1%
LDHA block	5	-7	7	15	3
ALOX12 inh	-4%	-24%	16µM*	-5%	-7%
Apoferritin bind	-8%	·	-19%	·	4%

36: COc1ccc(Nc2oc(/C=C/c3ccc(OC)c(OC)c3)nc2C#N)cc1
37: O=C(c1ccc2ncsc2c1)N1CCN(c2nc3ccccc3s2)CC1
38: Cc1nc2c(C(=O)NCc3ccccc3Cl)c[nH]n2c(=O)c1Cc1cccc(Cl)c1
39: O=C(Cc1ccc2c(c1)CCCC2)Nc1ccccc1Cl
40: Cc1nc2ccc(NC(=O)N3CCCCC3)cc2nc1C
41: COC(=O)Nc1ccccc1C(=O)N1CCC(O)(c2ccc(Cl)cc2)CC1
42: CC1(c2ccccc2)NC(=O)N(CC(=O)Nc2ccc(N3CCOCC3)cc2N2CCOCC2)C1=O (centres undefined)
43: CCC(C(=O)Nc1ccccc1OC)n1c(C(=O)OC)cc2sc(Cl)cc21 (centres undefined)
screen / no.	36	37	38	39	40	41	42	43
POLH inh	-8%	-20%	?	6%	1%	7%	-19%	-24%
RGS4 inh	13%	-4%	-7%	-29%	-14%	7%	-22%	43%
APEX1 inh	·	7%	·	-4%	-6%	-9%	41%[activator]	·
Pol beta inh	4%	42%	56µM*	4%	13%	0%	·	-6%
POLK inh	-20%	-2%	-42%	-7%	-10%	-3%	3%	-5%
ERG-DNA inh	2%	-7%	-9%	·	-8%	-4%	18%	2%
LDHA block	-9	-5	-6	-4	0	-1	9	-3
ALOX12 inh	?	-24%	0%	-30%	337%[activator]	?	-7%	-19%
Apoferritin bind	28%	-1%	-4%	?	87%[activator]	-4%	·	180%[activator]

# An excerpt from above, limited to LDHA block.
item | structure | LDHA block
37 | O=C(c1ccc2ncsc2c1)N1CCN(c2nc3ccccc3s2)CC1 | -5
38 | Cc1nc2c(C(=O)NCc3ccccc3Cl)c[nH]n2c(=O)c1Cc1cccc(Cl)c1 | -6
39 | O=C(Cc1ccc2c(c1)CCCC2)Nc1ccccc1Cl | -4
40 | Cc1nc2ccc(NC(=O)N3CCCCC3)cc2nc1C | 0
